Assay outcomes (PubChem)
HTRA1 inhibitor – inhibitors of human serine peptidase HTRA1. Q92743. recombinant HTRA1, FP-rhodamine activity-based probe, fluorescence polarization. inhibition, % at 5.96 µM. 340,000 tested, 0.5% active; in the data active = inhibition above about 36%;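 note: 0% = enzyme with DMSO and 100% = wells lacking enzyme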
Rev-erbA mod – modulates human Rev-erb alpha binding to DNA; P20393; Rev-erbα–FITC-DNA binding, fluorescence polarization, 90 min; activity, % at 10 µM; 370,000 tested, 0.79% active;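 active = activity above about 14%, limit read from the data; passing the limit was not always enough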;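 note: 0% = DMSO wells with 35 nM protein and 100% = DMSO wells with 750 nM protein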
Target sequence (P20393 whole entry, looked up): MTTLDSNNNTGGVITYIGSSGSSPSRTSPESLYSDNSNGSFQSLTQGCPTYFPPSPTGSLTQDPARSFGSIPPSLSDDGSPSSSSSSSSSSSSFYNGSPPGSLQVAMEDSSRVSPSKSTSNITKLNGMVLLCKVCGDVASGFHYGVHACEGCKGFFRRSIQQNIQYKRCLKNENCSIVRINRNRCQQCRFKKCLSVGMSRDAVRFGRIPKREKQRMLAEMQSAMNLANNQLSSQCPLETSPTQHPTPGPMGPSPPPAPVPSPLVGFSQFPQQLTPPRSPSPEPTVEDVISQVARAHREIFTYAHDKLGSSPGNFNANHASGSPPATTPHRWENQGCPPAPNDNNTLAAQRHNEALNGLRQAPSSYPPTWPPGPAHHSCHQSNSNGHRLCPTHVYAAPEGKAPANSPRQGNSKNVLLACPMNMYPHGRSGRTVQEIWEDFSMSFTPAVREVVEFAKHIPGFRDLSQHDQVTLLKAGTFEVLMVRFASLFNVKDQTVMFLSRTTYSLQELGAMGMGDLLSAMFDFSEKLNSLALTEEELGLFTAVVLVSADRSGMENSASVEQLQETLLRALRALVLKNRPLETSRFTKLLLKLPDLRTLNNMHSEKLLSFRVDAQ
rCAG RNA binder – binds r(CAG) RNA repeats; r(CAG) RNA repeat, TO-PRO-1 dye displacement fluorescence; inhibition, % at 3 µM; 370,000 tested, 1.3% active;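 active = inhibition above the plate cutoff, the mean of all test compounds on that plate plus 3 SD, cut at about 35% in these data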;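 note: 0% = DMSO alone and 100% = 100 µM mitoxantrone as full dye displacement; higher means more dye released from RNA so lower well fluorescence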
PG9 binder – small molecules binding HIV-1 gp120 antibody PG9 | TR-FRET gp120-PG9 antibody binding | inhibition, % at 6.7 µM | 360,000 tested, 0.43% active; in the data active = inhibition above about 8.5%
SIAE inh – human SIAE inhibition, primary screen; inhibition, % at 9.66 µM; Q9HAT2; SIAE FP-Rh probe binding, fluorescence polarization; 370,000 tested, 0.69% active; AID 1053197;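 active = inhibition above a cutoff: mean of compounds within the control limits plus 3 SD of those, cut at about 17% in these data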;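 note: 0% = plate median of compound wells and 100% = probe without SIAE protein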
Target sequence (Q9HAT2 whole entry, looked up): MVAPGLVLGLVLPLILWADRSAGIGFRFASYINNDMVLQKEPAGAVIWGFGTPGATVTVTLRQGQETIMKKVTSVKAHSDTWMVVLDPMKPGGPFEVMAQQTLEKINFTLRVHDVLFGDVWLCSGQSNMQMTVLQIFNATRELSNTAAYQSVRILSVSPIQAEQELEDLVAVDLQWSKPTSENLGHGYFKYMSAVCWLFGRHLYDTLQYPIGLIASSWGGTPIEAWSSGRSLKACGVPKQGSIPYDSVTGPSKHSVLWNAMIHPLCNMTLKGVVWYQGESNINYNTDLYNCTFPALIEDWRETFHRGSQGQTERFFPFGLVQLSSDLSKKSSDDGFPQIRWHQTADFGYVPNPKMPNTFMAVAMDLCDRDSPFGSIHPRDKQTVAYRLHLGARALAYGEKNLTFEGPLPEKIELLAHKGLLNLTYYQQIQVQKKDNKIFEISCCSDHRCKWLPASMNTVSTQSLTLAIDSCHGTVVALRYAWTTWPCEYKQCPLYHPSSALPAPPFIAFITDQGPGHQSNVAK
TCR-CD3 inh – blocks the human TCR-CD3 interaction | 360,000 tested, 0.37% active | AID 651800 | inhibition, % at 9.4 µM | TAMRA-labeled TCR probe fluorescence, biochemical; in the data active = inhibition above about 19%;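 note: recombinant mutant TCR 2C K166C tagged with TAMRA read by polarization; 0% = receptor in buffer alone and 100% = receptor with positive control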
PRMT1 inh – inhibitors of human PRMT1; inhibition, % at 2.79 µM; Q99873; recombinant PRMT1, activity-based probe fluorescence polarization; 370,000 tested, 1.3% active; AID 652257;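 active = inhibition above about 21% made by adding two undisclosed values, limit read from the data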
TDP2 absorb – blocks human TDP2 phosphodiesterase activity. recombinant TDP2, T5PNP hydrolysis, p-nitrophenol absorbance 415 nm. inhibition, % at 12.8 µM. 370,000 tested, 0.34% active. AID 720702;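 active = inhibition above the mean of all tested compounds plus 3 SD, set per campaign, cut at about 25% in these data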;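 note: 0% = DMSO with enzyme and 100% = buffer with substrate but no TDP2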
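Incubation: 2 h at 37 °C; Test system: recombinant human TDP2; Quantity: enzyme 120 nM; Read-out basis: percent inhibition; Medium: 50 mM Tris-HCl pH 7.5 with Mg2+, KCl, DTT, BSA; Repeats: single replicate; Compound: 12.8 µM single point, 1% DMSO; Signal: epi absorbance; Reagent: 5 mM T5PNP chromogenic substrate; Benchmarks: no-enzyme high, DMSO-plus-enzyme low.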
ABHD4 inh – inhibits mouse alpha/beta hydrolase domain 4; Q8VD66; purified mABHD4, FP-Rh probe fluorescence polarization; inhibition, % at 8.92 µM; 370,000 tested, 0.54% active; AID 720543;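 active = inhibition exceeding the mean over every tested compound plus 3 SD, cut at about 30% in these data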;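 note: 0% = plate median of compound wells and 100% = S159A mutant with DMSO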
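Test system: mABHD4 protein | Buffer or medium: HEPES pH 7.0 buffer, 150 mM NaCl, 0.01% Pluronic F-127 | Probe or stimulus: FP-Rh fluorescent activity-based probe, added after compound pre-incubation | Timing: Pre-incubation 45 min, probe exposure 60 min, at 25 °C | Technique: Fluorescence polarization, excitation 525 nm, emission 598 nm, BODIPY TMR filters | Repeats: Single well per compound (singlicate)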
LEDGF integ inh – blocks HIV-1 LEDGF/p75-dependent DNA integration; TR-FRET IN-LEDGF/p75 DNA integration, Eu/Cy5; inhibition, % at 3.7 µM; 370,000 tested, 0.64% active;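 active = inhibition above the screen-wide mean plus 3 SD, cut at about 13% in these data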;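 note: signal is the Cy5 over europium emission ratio at 671 and 618 nm; 0% = plate median of compound wells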
An asterisk follows results filed as active; x = no result given. Only part of the results is shown (hit frequency here may not be typical).

SMILES	HTRA1 inhibitor	Rev-erbA mod	rCAG RNA binder	PG9 binder	SIAE inh	TCR-CD3 inh	PRMT1 inh	TDP2 absorb	ABHD4 inh	LEDGF integ inh
COc1ccc(-c2nsc3c(N4CCN(C(=O)c5ccco5)CC4)ncnc23)cc1	6	5	0	-3.0	-5	10	-3	-4	4	2
O=C(NCc1cccs1)C1CCCN1S(=O)(=O)c1ccccc1F (stereo not given)	1	-2	-1	-1.5	-2	7	-5	-9	-3	6
N=C1/C(=C\c2coc3ccc(O)cc3c2=O)C(=O)N=C2SC=CN12	9	5	-168	-0.8	-9	0	31*	2	24	8
COc1ccccc1CNS(=O)(=O)c1ccc(-c2cnc(C3CC3)o2)cc1	-14	3	-1	-1.4	4	2	0	3	-3	3
COc1ccc(-n2c(C)cc(=O)c3c2CC(C)(C)CC3=O)cc1	0	2	0	-0.9	1	3	-1	-6	-5	-3
CN(Cc1ccccn1)C(=O)CC1C(=O)NCCN1Cc1ccc(F)cc1Cl (stereo not given)	-3	-4	-2	-2.5	3	6	3	7	4	1
O=C(NCCNC(=O)C(F)(F)F)c1ccncc1	1	1	-2	-1.3	-3	8	1	-2	1	2
Cc1ccc(NC(=O)c2cc(N3C(=O)C=CC3=O)ccc2N2CCOCC2)cc1	-11	6	6	1.4	0	7	91*	-18	2	-9
Cc1nc2ccccn2c1C(=O)NC1CCCC1	6	3	-1	0.9	-5	6	-3	-2	-1	5
CCOc1ccccc1-c1nnc(SCC(=O)NC2CC2)n1CC	32	-2	-5	0.7	7	5	2	-8	2	0
CCN(CC)S(=O)(=O)c1ccc(N2CCCC2)c(NC(=O)CN2C(=O)NC3(CCCC3)C2=O)c1	4	0	4	-1.6	11	3	2	1	9	-3
NNC(=O)c1csc(-c2ccccc2)n1	-17	-3	1	-2.7	-5	-1	-2	11	-8	1
Cc1ccc(NS(=O)(=O)c2cc3c(cc2Cl)NC(=O)CO3)cc1C	x	-1	x	x	-1	x	-1	-1	-14	-2
CCCS(=O)(=O)NCc1ccc2c(c1)cc(C)n2C	-1	8	2	-0.2	1	2	1	5	-3	1
Cc1ccc(C(=O)Nc2nccs2)cc1	2	-3	-1	2.4	-5	5	3	-13	5	0
Cc1ccc(S(=O)(=O)Oc2ccc(/C=C(/NC(=O)c3ccccc3)C(=O)O)cc2)cc1	-6	-5	40*	-0.9	-6	5	1	11	-3	3
CC1(C(=O)NCc2ccccc2)Cc2c(-c3ccc(C(N)=O)cc3)ccnc2O1 (stereo not given)	x	1	3	1.6	-3	1	4	-6	-7	-4
Cc1ccc(-c2nnn(CC(=O)N(c3cccc(F)c3)C(C(=O)NC(C)(C)C)c3ccco3)n2)o1 (stereo not given)	-2	-4	-8	-1.3	-4	7	3	-4	-4	1
CCC(C)c1ccc(NC(=O)COC(=O)c2nc3nccc(C)n3n2)cc1 (stereo not given)	-3	-2	3	2.5	-8	1	13	-11	-7	-8
O=C1CCCCCN1CP(=O)(O)CN1CCOCC1	x	-9	2	-1.1	-1	4	2	8	9	-2
Cc1c(C(=O)OCCOc2ccccc2)[nH]c2c1C(=O)CCC2	-13	-6	-6	-1.1	-5	-5	1	-11	2	1
CC1CCCC(C)N1C(=O)CSc1nc2c(c(=O)n(C)c(=O)n2C)n1C (stereo not given)	1	-2	-5	-0.7	-2	3	3	14	-2	2
CCC1Oc2ccc(C)cc2N(CC(=O)NC2CCCCC2)C1=O (stereo not given)	3	-7	-7	1.7	4	4	0	8	-4	0
CCCSc1nc2c(c(=O)[nH]c(=O)n2C)n1Cc1ccc(C)cc1	-4	6	8	0.1	-3	-7	2	1	0	-4
Cc1ccc(C23CC4CC(CC(C(=O)N5CCN(C)CC5)(C4)C2)C3)cc1	-1	0	-11	1.2	-2	4	-2	2	1	5
COC(=O)c1cc(C2(c3c[nH]c4ccccc34)CCN(C(=O)OC(C)(C)C)CC2)n2ccccc12	x	0	11	x	-3	x	-2	-4	-30	3
CCc1ccc(NC(=O)CCNC(=O)Cn2cnc3ccccc3c2=O)cc1	1	-3	2	1.1	1	-4	0	-5	-2	5
Oc1ccc(/C=C/c2ccc3ccccc3n2)cc1	-6	-1	7	3.3	4	7	2	8	0	-4
O=C1C2CCCN2C(=O)N1CCCCN1CCN(c2cccc(C(F)(F)F)c2)CC1 (stereo not given)	5	11	-10	-1.7	-10	3	0	0	-1	1
COc1ccccc1NC(=O)C(C)NS(=O)(=O)c1ccccc1 (stereo not given)	4	-2	1	-0.2	-4	3	0	-5	3	-2
COc1ccc(C2CC(=O)C3=C(C2)Nc2ccccc2N(C(=O)C2CC2)C3c2cccnc2)cc1OC (stereo not given)	2	3	0	-1.4	2	-1	-1	3	-3	2
COc1ccc(/C=C/C(=O)Nc2ccccc2Cl)cc1S(=O)(=O)N1CCOCC1	1	0	8	-1.6	-2	-1	4	1	-3	1
COc1ccc(CN(C)C(=O)c2cccc(NC(=O)CC3SC(N4CCCCC4)=NC3=O)c2)c(OC)c1 (stereo not given)	-2	-6	-4	1.4	-1	-1	2	13	4	1
Cc1nn2c(-c3ccccc3)nnc2c2ccccc12	-3	-4	4	-1.3	0	1	0	-7	0	0
CCCNc1c(NC(=O)c2cccs2)c(=O)oc2ccccc12	0	4	0	0.9	4	-2	3	2	1	-1
CCOc1ccc(CC(=O)Nc2ccc(NC(=O)c3ccco3)cc2)cc1OCC	-6	-3	-3	-0.9	-5	2	-1	-7	-10	5
CN1CCCN(C(=O)/C=C/c2ccc(F)cc2)CC1	-1	-7	2	-1.6	-2	-1	-1	-3	1	1
O=C(NC(=O)c1cccc(F)c1)Nc1nc(-c2ccc(F)cc2)cc(C(F)(F)F)n1	-1	9	0	-0.2	2	-2	-6	-14	-4	4
C[C@H](O)c1[nH]c2cc(F)ccc2c1[C@H](C)O	-19	4	8	0.0	1	1	9	3	0	2
CCN(c1cccc(C(F)(F)F)c1)S(=O)(=O)c1ccc2c(c1)CCN2C(C)=O	-13	-2	1	-0.3	-16	9	-2	-22	-20	0
c1cc2c(c(NCc3ccncc3)c1)CCCC2	-3	-2	-6	-1.8	1	-5	0	6	4	2
O=C(C1=C[C@H](c2ccc(C(F)(F)F)cc2)C[C@H](OCc2ccc(CO)cc2)O1)N1CCOCC1	10	-6	-12	-2.1	0	1	-3	4	-4	-1
Cc1noc(C)c1S(=O)(=O)N(C)C[C@@H]1OCc2cnnn2CCCC(=O)N([C@H](C)CO)C[C@@H]1C	1	6	-2	-0.9	8	5	-3	4	-3	-9
C=CCOc1c(Br)cc(/C=N/NC(N)=O)cc1OC	-2	-3	-2	0.2	10	-3	-2	8	2	1
CCOC(=O)CSc1nnc(CSc2nc3sc4c(c3c(=O)[nH]2)CCC4)n1C	2	-1	1	-1.5	2	-5	-2	-3	5	0
FC(F)(F)c1ccccc1-n1ccnc1	1	-4	2	-0.6	-5	4	-9	4	-3	-2
O=C(Nc1ccc2c(c1)OCO2)C1CCCCN1S(=O)(=O)c1ccc(F)cc1 (stereo not given)	4	1	2	2.4	0	-2	3	2	0	-4
CC1(C(=O)NS(=O)(=O)c2ccc3ccccc3c2)CCN1C(=O)Cc1ccc(Cl)cc1Cl (stereo not given)	x	-4	52*	0.5	-1	-5	1	0	6	1
CCOc1cc(N2CCOCC2)c(OCC)cc1NC(=O)c1cc(S(=O)(=O)N2CCOCC2)ccc1C	0	1	3	-1.0	5	3	4	8	8	-4
Cc1nc2c3ccccc3nc(SCC(=O)N3CC(C)CC(C)C3)n2n1 (stereo not given)	5	-4	-6	2.0	-4	-6	3	4	5	-2
COc1ccc(CNC(=O)C2CCN(S(=O)(=O)c3ccc4c(c3)NC(=O)C(C)S4)CC2)cc1 (stereo not given)	-4	0	1	-1.2	-4	-7	3	4	-3	-2
C=CCOc1ccc(C2CC(C)=NN2c2ccccc2)cc1 (stereo not given)	0	8	2	-2.8	6	-3	-4	-19	-8	5
Cc1nnc(N2C(=O)C(O)=C(C(=O)c3ccco3)C2c2ccc(F)cc2)s1 (stereo not given)	8	0	2	-0.5	1	7	40*	-4	4	1
CN(C)c1ccc(CNC2CC(C)(C)NC(C)(C)C2)cc1	6	0	2	0.3	5	4	-3	7	6	4
COc1ccc(C2OCCNC3C2C(=O)N(Cc2ccc(OC)cc2OC)C3Cc2ccccc2)cc1 (stereo not given)	x	-6	x	x	4	x	5	6	4	-3
O=[N+]([O-])c1ccc(Cl)c(/C=N/Nc2nc(N3CCOCC3)nc(N3CCOCC3)n2)c1	0	-4	0	-0.4	1	1	-1	8	8	5
COC(=O)c1ccc2nc(Nc3nc4c(F)cc(F)cc4s3)sc2c1	-6	38*	15	0.4	-39	2	-1	4	-7	-2
COc1ccc(C(=O)NCC(=O)Nc2cccc(S(=O)(=O)NCc3ccco3)c2)cc1OC	x	-5	19	-2.2	-9	-1	1	-21	-9	0
Cc1ccc(C)c2[nH]c(=O)c(CN(Cc3ccco3)S(=O)(=O)c3ccc4c(c3)OCCO4)cc12	-37	5	7	-1.2	-5	8	-1	-10	-7	2
CS(=O)(=O)N1CCN(C(=O)C(Sc2ccccc2)c2ccccc2)CC1 (stereo not given)	-1	1	-2	-1.1	-9	4	0	-5	3	1

Following part.
SMILES	HTRA1 inhibitor	Rev-erbA mod	rCAG RNA binder	PG9 binder	SIAE inh	TCR-CD3 inh	PRMT1 inh	TDP2 absorb	ABHD4 inh	LEDGF integ inh
Cc1ccccc1N1C(=O)CC(c2c[nH]c3ccccc23)C1=O (stereo not given)	-3	-1	5	0.1	-1	3	5	-7	5	0
COc1ccc(/C(C)=N/NC(=O)c2nnn(-c3nonc3N)c2-c2ccccc2)cc1	-12	-5	-3	1.8	-10	-4	-4	-10	-6	5
COCc1c(C(=O)Nc2ccc(Cl)cc2F)oc2ccccc12	-24	0	-1	-0.7	-1	0	-4	3	-7	3
COC(=O)C(Cc1ccc(O)cc1)NC(=O)CCC(=O)Nc1ccc(S(N)(=O)=O)cc1 (stereo not given)	4	0	1	-0.8	3	2	-2	-6	-1	0
CC(=O)Nc1ccc(SCC(=O)Nc2ccc(Cl)cn2)cc1	5	-2	-2	1.2	5	5	28*	-5	-6	0
O=C1CCCc2c1cc(C(=O)Nc1ccc(Cl)cn1)c(=O)n2-c1ccccc1	-18	-2	10	1.2	-13	-3	1	-4	-3	1
CCN(CC(=O)Nc1c(F)cccc1F)C(=O)c1n[nH]c2ccccc12	1	2	-4	-0.3	3	4	-3	8	0	3
Cc1ccnc(N/C=C(/NC(=O)c2ccccc2)C(=O)N/N=C\c2ccc(F)cc2)n1	6	3	6	-1.7	0	12	2	-3	7	2

2 records picked at random from the list so far:
SMILES	HTRA1 inhibitor	Rev-erbA mod	rCAG RNA binder	PG9 binder	SIAE inh	TCR-CD3 inh	PRMT1 inh	TDP2 absorb	ABHD4 inh	LEDGF integ inh
c1cc2c(c(NCc3ccncc3)c1)CCCC2	-3	-2	-6	-1.8	1	-5	0	6	4	2
CN(Cc1ccccn1)C(=O)CC1C(=O)NCCN1Cc1ccc(F)cc1Cl (stereo not given)	-3	-4	-2	-2.5	3	6	3	7	4	1
